Peg3 promoter: reduces Peg3 promoter-driven luciferase expression in HeLa | HeLa PEG-Prom luciferase reporter, luminescence, overnight | inhibition, % at 20 µM | 1.7% of 360,000 active;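 active means inhibition of at least 50% at 20 µM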
NR2E3 ag-1: agonists of human nuclear receptor NR2E3. GST-NR2E3/biotin-RetCOR TR-FRET, 1536-well. inhibition of corepressor binding, % at 4.78 µM. 0.12% of 320,000 active. AID 2300;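 active means percent inhibition above the cutoff of mean plus 3 SD of all tested compounds, set per screening campaign, cut at about 20% in these data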;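 further: 0% = DMSO wells and 100% = biotin wells as full block of FRET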
Target sequence (Q9Y5X4 whole entry, looked up): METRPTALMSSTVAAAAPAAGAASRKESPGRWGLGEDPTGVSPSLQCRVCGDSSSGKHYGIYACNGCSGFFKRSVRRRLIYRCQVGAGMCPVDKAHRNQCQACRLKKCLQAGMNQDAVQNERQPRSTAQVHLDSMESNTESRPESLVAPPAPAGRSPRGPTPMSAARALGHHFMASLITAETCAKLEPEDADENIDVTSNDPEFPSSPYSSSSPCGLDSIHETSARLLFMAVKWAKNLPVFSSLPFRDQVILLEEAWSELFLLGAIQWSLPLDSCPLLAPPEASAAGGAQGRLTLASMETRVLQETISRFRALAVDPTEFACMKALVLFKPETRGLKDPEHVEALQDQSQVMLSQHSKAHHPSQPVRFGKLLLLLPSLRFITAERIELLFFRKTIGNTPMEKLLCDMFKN
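Material: NR2E3–RetCOR corepressor complex / Incubation: Compound–protein incubation for 5 h at 4 °C / Dosing: compound at 4.8 µM, single dose / Detection: time-resolved FRET / Benchmarks: high control biotin, low control 0.6% DMSO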
PDI turbidity: PDI (human) enzyme inhibition; PDI insulin aggregation turbidity, A650, 90 min; AID 588391; 0.052% of 350,000 active; inhibition, % at 10 µM;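 active means mean inhibition across replicates of 30% or more, whatever share of single replicates reach that level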;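 further: absorbance from insulin aggregation driven by PDI reduction with DTT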
Target sequence (P07237 whole entry, looked up): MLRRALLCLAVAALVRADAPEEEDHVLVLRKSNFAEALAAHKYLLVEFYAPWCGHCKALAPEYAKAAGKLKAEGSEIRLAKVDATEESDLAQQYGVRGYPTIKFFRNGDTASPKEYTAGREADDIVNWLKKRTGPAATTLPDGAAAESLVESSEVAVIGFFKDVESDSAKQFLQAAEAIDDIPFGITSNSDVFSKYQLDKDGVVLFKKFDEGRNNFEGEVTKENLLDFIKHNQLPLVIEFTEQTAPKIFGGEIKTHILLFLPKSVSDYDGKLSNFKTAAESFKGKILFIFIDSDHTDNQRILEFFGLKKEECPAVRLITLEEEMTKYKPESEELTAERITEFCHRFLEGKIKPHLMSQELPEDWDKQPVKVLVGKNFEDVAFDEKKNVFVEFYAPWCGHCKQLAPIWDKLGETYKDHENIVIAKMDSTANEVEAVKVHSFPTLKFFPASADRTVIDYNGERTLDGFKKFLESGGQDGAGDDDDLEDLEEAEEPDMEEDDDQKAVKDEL
Vif inh: inhibitors of HIV Vif | 0.35% of 340,000 active | inhibition, % at 7.49 µM | AID 602346 | HEK293T cells, Vif self-association by quenched fluorescence, imaging, 24 h; in the data active means inhibition above about 50%, passing the limit was not always enough; further: some results filed as inactive read as strong as hits
TRPM1 prom inh: reduces MITF-dependent TRPM1 promoter luciferase signal; SK-MEL-5 TRPM1 promoter luciferase, 24 h; inhibition, % at 12.5 µM; 0.83% of 330,000 active; AID 488899;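 active means mean inhibition across replicates of 60% or more, whatever share of single replicates reaches that level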; further: values of inactives mirror those of a sister screen read the other way
Granule exo inh: lytic granule exocytosis inhibition; 0.66% of 360,000 active; inhibition, % at 10 µM; TALL-104 LAMP-1 surface exposure, flow cytometry; cells stimulated with thapsigargin and PMA;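 active means inhibition above about 55%, limit read from the data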
aDG glyco up: alpha-DG glycosylation activation. Pro5-aDG cells, alpha-DG glycosylation AlphaScreen (IIH6); 0% Pro5, 100% B10-LARGE cell signal. activation, % at 10 µM. 0.22% of 360,000 active. AID 624168;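 active means activation of at least 8% versus controls, or a plate z-score of at least 8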;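 further: Pro5 are CHO cells carrying HIG-tagged alpha-DG that lacks glycosylation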
HIF-2a block: HIF-2a inhibition; inhibition, % at 18.8 µM; 786-0 RCC cells HIF-2a reporter, luciferase luminescence, overnight; 0.72% of 360,000 active;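 active means inhibition of the luminescence signal of 40% or more relative to plate controls, in a single-dose primary screen at 18.75 µM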
NR2E3 ag-2: agonists of human NR2E3 nuclear receptor. 0.35% of 360,000 active. AID 602229. Q9Y5X4. CHO-S Gal4-NCOR/VP16-NR2E3 two-hybrid, luciferase. inhibition of corepressor binding, % at 3.98 µM;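 active means inhibition above the mean of all tested compounds plus 3 SD, cut at about 70% in these data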;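 further: 0% = DMSO with NR2E3 transfected cells and 100% = cells lacking NR2E3 construct; higher means lower luciferase signal from less NR2E3 corepressor binding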
hiPSC survival: increases survival of single human iPS cells; hiPSC single-cell survival, ATPlite luminescence; 100% = ROCK inhibitor wells, 0% = DMSO; survival enhancement, % at 20 µM; 0.044% of 360,000 active; in the data active means survival enhancement above about 18%;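 further: cells exposed to compounds for 16 hours before the ATP read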
CaV13 ICDI inh: Primary screen for inhibitors of IQ motif and Ca2+-dependent inactivation inhibitor domain binding in CACNA1D, Förster resonance energy transfer in living cells, …; inhibition, % at 12.3 µM; 0.098% of 340,000 active; AID 743397; HEK cells, CFP/YFP FRET ICDI-IQ, plate reader, 10 min; percent FRET-ratio fall versus neutral wells;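 active means mean replicate inhibition of at least 30% and at least 1% of replicates passing that level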;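 further: 0% = median of the neutral control wells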
An asterisk follows results filed as active; nt = not tested or not shown.

Each structure is followed by: PDI turbidity | hiPSC survival | Vif inh | HIF-2a block | Granule exo inh | CaV13 ICDI inh | TRPM1 prom inh | Peg3 promoter | aDG glyco up | NR2E3 ag-2 | NR2E3 ag-1
1) O=C1CCc2cc(NS(=O)(=O)c3ccccc3)cc3c2N1CC3
→ 3.4 | 0.0 | -5.3 | -9.0 | 11.5 | -7.0 | -13.1 | -17.0 | -0.1 | 24.1 | -0.3
2) Cc1ccc(NC(=O)c2ccc3c(c2)S(=O)(=O)c2ccccc2C3=O)cc1S(=O)(=O)N1CCOCC1
→ -8.1 | 0.0 | 4.5 | 16.9 | -5.2 | -5.4 | 20.2 | 17.3 | -0.3 | -0.3 | -1.1
3) COc1cccc2cc(-c3nc4ccccc4[nH]3)c(=O)oc12
→ -0.8 | -0.4 | 2.2 | -206.3 | -5.5 | -12.5 | -47.5 | -224.5 | -0.1 | -84.5 | -9.3
4) COCCn1c(SCC(=O)Nc2ccc3c(c2)OCCO3)nc2ccccc2c1=O
→ -8.5 | -0.6 | 6.5 | -78.2 | -6.1 | -4.8 | nt | -37.7 | 1.3 | -38.2 | nt
5) CCCc1cc(Nc2ccccc2C)n2ncnc2n1
→ 0.8 | -0.3 | 1.1 | 20.5 | 11.3 | -5.5 | 7.0 | 23.1 | 0.0 | -10.3 | -3.0
6) CC(C)c1nc(SCC(=O)N2CCN(c3ccccc3)CC2)c2c(=O)n(C)c(=O)n(C)c2n1
→ nt | 0.7 | -2.6 | 18.7 | 4.7 | -3.1 | 1.2 | 48.5 | -0.4 | -45.5 | nt
7) Cc1ccc(C(=O)N/C(=C\c2ccc(-c3ccccc3[N+](=O)[O-])o2)C(=O)NCCN(C)C)cc1
→ -2.3 | -0.9 | 2.7 | -10.4 | 40.0 | -5.2 | 76.9* | -40.2 | 1.9* | 6.7 | 2.8
8) c1coc(CNCC2OCCc3ccccc32)c1 (stereo not given)
→ -5.5 | -0.2 | 15.1 | -6.5 | 0.5 | -4.8 | 2.5 | -16.2 | -0.2 | -10.8 | -0.5
9) Cn1c(Nc2ccccc2)nc2ccccc21
→ -4.3 | -0.6 | -1.3 | -94.9 | -0.9 | -5.2 | -12.2 | -53.1 | 0.1 | -23.1 | -1.7
10) COc1ccc(NC(C)=O)cc1NC(C)C(=O)Nc1ccc(F)c(F)c1F (stereo not given)
→ 2.4 | -3.8 | 6.7 | 17.7 | 1.4 | -5.2 | 1.5 | 16.1 | 0.1 | -14.5 | 2.0
11) Cc1cccc(NC(=O)Nc2ccc(S(=O)(=O)Nc3onc(C)c3C)cc2)c1
→ -7.2 | -0.2 | -4.6 | -188.8 | 7.1 | -2.7 | -60.3 | -171.6 | 0.4 | -39.0 | 0.2
12) CC(C)C(C(=O)NCC1CCCO1)N(C(=O)CNS(=O)(=O)c1ccccc1)c1ccc(F)cc1 (stereo not given)
→ 3.9 | -0.5 | 9.7 | 8.9 | 4.0 | -5.3 | -6.4 | 6.8 | 0.2 | 1.7 | 2.8
13) Nc1ncnc2c1ncn2C1OC(C(=O)NC2CC2)C(O)C1O (stereo not given)
→ -7.0 | 5.5 | 160.0* | 9.6 | 1.7 | -6.1 | 0.1 | -6.9 | 0.0 | -18.4 | -2.7
14) Cc1nc2nc(Cc3ccccc3)[nH]n2c(=O)c1Cl
→ -5.0 | -2.8 | 6.0 | 8.4 | 1.0 | -4.0 | 5.1 | 16.8 | 0.0 | -29.5 | 0.9
15) COc1ccc(CNC(=O)CCn2ccc3cc(S(=O)(=O)N4CCCC4)ccc32)cc1
→ -5.6 | 1.7 | -2.5 | 7.0 | -1.2 | -2.3 | -0.4 | -3.9 | -0.5 | -2.9 | 0.6
16) Cc1cc(C)nc(NC(=O)c2cc3ccccc3o2)n1
→ -2.9 | 1.4 | -5.1 | -43.3 | -3.7 | -8.6 | 0.0 | -20.2 | 0.0 | -18.8 | -0.5
17) Clc1ccc(Nc2nc(-c3ccncc3)cs2)cc1
→ -4.1 | 3.8 | 13.8 | -112.5 | -0.3 | nt | -76.5 | -120.0 | 3.7 | -10.0 | 2.7
18) Cc1ccc([N+](=O)[O-])cc1N/C=C1\CCCCC1=O
→ -5.1 | 0.6 | -10.5 | -195.0 | -0.6 | -10.4 | -37.5 | -173.5 | 0.6 | 7.1 | -2.0
19) Nc1ccc(C(CC(=O)O)n2cccc2)cc1 (stereo not given)
→ 2.0 | 1.0 | -5.6 | 2.1 | -0.9 | -3.7 | 2.2 | -18.2 | 1.3 | 3.5 | -2.5
20) O=C(COc1ccc2ccccc2c1)N/N=C/c1ccccn1
→ 6.7 | 1.2 | -1.8 | -8.0 | 4.3 | -5.9 | -2.8 | -7.0 | -0.2 | -5.4 | -2.3
21) COc1cc(NC(=O)CSc2nc3[nH]ncc3c(=O)n2-c2ccccc2C)cc(OC)c1OC
→ 4.3 | -1.9 | -6.7 | 14.7 | 6.4 | -3.2 | 6.5 | 15.1 | 0.3 | -18.9 | 1.5
22) CCn1c(=N)n(CC(=O)C23CC4CC(CC(C4)C2)C3)c2ccccc21
→ 0.7 | -3.0 | 9.0 | 6.5 | -7.7 | nt | 10.0 | 18.7 | 0.2 | 6.3 | 0.1
23) Cc1cc(C)c(C)c(S(=O)(=O)NCCCN2CCCC2=O)c1C
→ 2.2 | 1.1 | nt | 9.8 | -0.2 | -0.4 | 4.0 | 5.3 | 0.1 | -0.8 | 1.5
24) COc1cccc(NC(=O)Cn2nnc(C(=O)NCc3cccs3)c2N)c1
→ -6.8 | -0.5 | -0.4 | 9.6 | -3.1 | -13.1 | -26.8 | 5.2 | -0.1 | -40.1 | 0.1
25) CCCSc1nc2c(cnn2-c2ccc(Cl)cc2)c(=O)[nH]1
→ -16.1 | 0.7 | 5.3 | 5.2 | 1.0 | -8.1 | -5.8 | 16.9 | 0.0 | 10.7 | 1.0
26) COc1ccc(-n2c(SCC(=O)Nc3nccs3)nnc2-c2ccc(Cl)cc2)cc1
→ 3.4 | 0.6 | 7.6 | -34.9 | 5.6 | -3.3 | 0.1 | -11.3 | -0.1 | 17.4 | nt
27) COc1ccccc1C(=O)NC(=O)COC(=O)C1CC2CCCC(C1)C2=O (stereo not given)
→ -1.7 | -0.5 | 1.5 | 0.8 | -3.5 | -3.9 | 2.4 | 20.2 | -0.1 | 1.1 | nt
28) COc1ccc(CC(=O)N(Cc2ccccc2)c2cccc(C)c2)cc1OC
→ 25.4 | -0.1 | -7.3 | 2.7 | -1.3 | -5.3 | -15.8 | 6.4 | -0.3 | 11.6 | -0.8
29) O=C(Nc1ccccc1)Nc1ccc2ccccc2n1
→ 6.8 | -0.2 | 6.6 | -121.9 | -16.0 | -4.3 | -25.7 | -56.9 | 0.1 | -11.3 | 2.7
30) CCC(=O)N(Cc1cc(=O)[nH]c2ccccc12)c1cccc(C)c1
→ 9.1 | -4.1 | 7.6 | 21.2 | -1.6 | nt | 8.1 | 18.4 | 0.0 | -2.2 | 0.4
31) N#CC1=C(N)Oc2n[nH]c(-c3ccccc3)c2C1c1ccsc1 (stereo not given)
→ 1.9 | 4.6 | 8.9 | 11.7 | 47.2 | nt | 8.3 | 33.3 | -0.5 | -7.6 | 0.1
32) COc1ccc(Cc2c(-c3ccccc3)nc3ccc(Cl)cn23)c(C)c1
→ nt | -1.9 | nt | -186.3 | -1.1 | -5.0 | nt | -145.3 | 0.0 | -72.8 | nt
33) COc1ccc([C@H]2C[C@H](O)[C@@H](n3cc(COC(=O)c4ccccc4)nn3)CN2C(=O)C2CCCCC2)cc1
→ -4.9 | 2.2 | 3.1 | 8.4 | 1.7 | -6.4 | nt | 8.4 | -0.1 | -9.7 | nt
34) COCC(C)n1c(SCC(=O)NC2CCCCC2C)nc2ccccc2c1=O (stereo not given)
→ 1.9 | -1.9 | -7.8 | 15.0 | 7.3 | -2.2 | 5.8 | 11.2 | 0.1 | 9.8 | nt
35) NC(=O)COC(=O)c1cccc(NS(=O)(=O)/C=C/c2ccccc2)c1
→ 3.9 | -0.3 | 17.5 | 9.3 | -2.1 | -5.0 | -3.7 | 3.4 | 0.0 | -14.9 | -1.9
36) CCOc1ccc(NC(=O)C2CCN(S(=O)(=O)c3cccnc3)CC2)cc1
→ -1.2 | 0.8 | -0.5 | -8.5 | 5.1 | -8.7 | -1.5 | 1.9 | -0.1 | 19.1 | 5.3
37) O=C(CCCc1ccccc1)N1CCc2ccccc21
→ -2.6 | -2.8 | nt | -268.3 | 2.3 | -6.9 | nt | -263.5 | 0.4 | -141.1 | 0.0
38) CCCc1nc(SCC(=O)NCc2ccco2)c2c(=O)n(C)c(=O)n(C)c2n1
→ nt | 1.8 | -5.4 | 4.7 | 3.8 | -10.6 | -5.9 | 23.1 | 0.1 | -28.3 | 3.7
39) COc1ccc(CCNc2c(N)n(Cc3ccccc3)c(=O)[nH]c2=O)cc1OC
→ 1.5 | 1.9 | nt | 8.1 | 1.5 | -6.9 | 7.9 | 4.9 | 0.3 | -14.6 | 5.2
40) O=[N+]([O-])c1ccc(N(CC(O)CN2CCCCC2)S(=O)(=O)c2ccccc2)cc1 (stereo not given)
→ -10.7 | -0.7 | 7.7 | 15.7 | 12.5 | -4.2 | -13.5 | -3.0 | 0.0 | -21.1 | 3.3
41) CN(C)S(=O)(=O)N(CC(=O)N1CCN(c2ccccc2)CC1)c1ccccc1
→ 4.8 | -0.5 | 1.5 | 16.6 | 2.9 | -3.5 | -2.5 | 9.9 | 0.1 | -14.4 | -1.2
42) O=C1OC(C(Cl)(Cl)Cl)Nc2ccccc21 (stereo not given)
→ nt | 0.6 | 1.9 | 2.6 | 5.7 | -9.8 | nt | -4.7 | 0.0 | -14.3 | nt
43) CCOC(=O)C(=CNNc1ccsc1C(=O)OC)C(=O)OCC
→ -4.5 | 0.4 | 11.2 | 8.5 | -0.5 | -5.4 | 0.1 | 0.9 | 0.1 | 1.2 | -1.3
44) CC(C)Cc1ccc(S(=O)(=O)Nc2ccccn2)cc1
→ -2.9 | -0.7 | -1.1 | 7.8 | 0.9 | -14.5 | 1.0 | 4.7 | -0.2 | 4.4 | -3.1
45) CC1CCC(NC(=O)CN2C(=O)C3CC=CCC3C2=O)CC1 (stereo not given)
→ 4.5 | -0.2 | 0.3 | -5.3 | -8.5 | -3.9 | -2.7 | -3.7 | 0.2 | 6.4 | -1.2
46) Cc1[nH]c(=O)[nH]c(=O)c1S(=O)(=O)Nc1ccc(Br)cc1F
→ -38.4 | -0.4 | -9.2 | 16.9 | -3.2 | -19.0 | -5.4 | -4.4 | 0.0 | -3.5 | nt
47) NC(=O)C[C@@H]1NC(=O)[C@H](CCC(=O)O)NC(=O)c2cc([N+](=O)[O-])cc(I)c2OCC[C@@H](C(N)=O)NC1=O
→ -4.0 | 2.5 | 6.9 | 11.0 | -9.4 | nt | 3.1 | 7.7 | -0.1 | -9.4 | 1.1
48) CC(C)(C)C(=O)NC(=S)NNC(=O)c1ccc(Cl)cc1Cl
→ -5.7 | -0.6 | -0.7 | 0.8 | -0.7 | -3.5 | 14.9 | 2.9 | 0.1 | 18.4 | 0.0
49) CN(C(=O)COC(=O)Cc1ccc(Cl)cc1)C1CCCCC1
→ -2.8 | -1.8 | -21.2 | 13.6 | -24.1 | -6.1 | -3.0 | 13.0 | -0.2 | 6.5 | nt
